# BAZ2B block = BAZ2B (human) inhibition; Q9UIF8; AlphaScreen BAZ2B-H3K14Ac peptide displacement; Potency, µM (series often up to 114 µM), for the others: at the top dose activity change, negative = inhibition, hits mostly inhibitors; 360,000 compounds, 4.4% hits; AID 504333; further: on the % scale 0 is the no-effect control and ±100 the full control effect; nearly all actives have a fitted effect of over 60% in size
#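 BAZ2B (50 nM) with biotin-H3(5-23)K14Ac peptide (50 nM) in PBS pH 7.4, 0.01% Tween-20, preformed 30 min, then compound 30 min at room temperature; top concentration 110uM. AlphaScreen streptavidin donor/nickel chelate acceptor beads (10 ug/mL final), 20 min dark, signal read.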
# Pol iota inh = DNA polymerase iota (human) inhibition; Pol iota fluorescent replication assay, 10 min; 390,000 compounds, 1% hits; Q9UNA4; Potency, µM (highest dose often 115 µM), inactives show top-dose activity, negative = inhibition, actives largely listed as inhibitors
#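 Fluorescent replication assay read twice, at 0 min and 10 min after adding 50 nM (final) substrate. Enzyme (10 nM) and compounds were first incubated 15 min at room temperature; enzyme-free buffer wells were negative controls.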
# Pol eta inh = DNA polymerase eta (human) inhibition; Q9Y253; recombinant Pol eta, fluorescent DNA replication assay; Potency, µM (top dose mostly 114 µM), for inactives: at the highest dose activity change, negative = inhibition, most hits filed as inhibitors; 390,000 compounds, 1.2% hits; AID 588591; further: on the % scale 0 is the no-effect control and ±100 the full control effect
#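 Fluorescent replication assay: 50 nM final substrate added after a 15 min room-temperature compound preincubation with 10 nM enzyme. Signal taken at 0 min and again at 10 min.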
# APE1 inh = inhibitors of human APE1 endonuclease | P27695 | recombinant APE1, TAMRA/BHQ-2 abasic DNA cleavage fluorescence | 350,000 compounds, 0.35% hits | AID 2517 | Potency, µM (doses to about 65.8 µM), inactives show at the top dose activity change, negative = inhibition, hits mostly inhibitors;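 further: plate controls were vehicle for no effect and reference inhibitor for full effect; nearly all actives have a fitted effect of over 55% in size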
#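 APE1 at 0.75 nM final was preincubated with compound 15 min at room temperature, then 50 nM double-stranded THF abasic-site substrate (5'-TAMRA/3'-BHQ-2) was added. Fluorescence (ex 525/em 598 nm) was read kinetically; third-minus-first read gave activity.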
# POLK inh = blocks human DNA polymerase kappa activity | purified Pol kappa, fluorescent DNA synthesis assay, 10 min | 400,000 compounds, 0.53% hits | Potency, µM (top dose mostly 107 µM), inactives show at the highest dose activity, negative = inhibition, hits mostly inhibitors | Q9UBT6; further: on the % scale 0 is the no-effect control and ±100 the full control effect
#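 Activity was followed as the change in fluorescence between reads at 0 and 10 min after starting the reaction with 50 nM substrate. Beforehand, 10 nM polymerase had been preincubated with compound for 15 min at room temperature.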
# Pol beta inh = blocks human DNA polymerase beta activity. Pol beta primer extension/strand displacement, fluorescence kinetic. Potency, µM (highest dose often 114 µM), for inactives: at the highest dose activity change, negative = inhibition, most hits filed as inhibitors. 340,000 compounds, 1.3% hits; further: on the % scale 0 is the no-effect control and ±100 the full control effect
#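 Reaction started by 50 nM substrate onto compound-treated Pol beta (10 nM, 15 min preincubation, room temperature); plates read at 0 min and 10 min. Normalized concentration-effect data fitted by four-parameter Hill equation.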
# G9a inh = G9a (human) methyltransferase inhibition; Q96KQ7; 350,000 compounds, 8.8% hits; Potency, µM (series often up to 102 µM), for the others: top-dose activity, negative = inhibition, hits mostly inhibitors; G9a H3K9 monomethylation, AlphaScreen, 2 h; further: on the % scale 0 is the no-effect control and ±100 the full control effect; nearly all actives have a fitted effect of over 75% in size
#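 Readings reflect AlphaScreen signal from monomethyl-H3K9 antibody detection. HMT at 20 nM; substrate b-H3K9 500 nM; cofactor SAM 20 uM; 2 h RT reaction; compounds tested as titrations in qHTS with 15 min preincubation.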
# Anesthetic bind = candidate novel general anesthetic via apoferritin binding; P02791; apoferritin/1-aminoanthracene competitive binding, fluorescence; Potency, µM (doses to about 77.5 µM), inactives show top-dose activity change, negative = displacement, usual class: inhibitors; 350,000 compounds, 0.074% hits; further: on the % scale 0 is the no-effect control and ±100 the full control effect; nearly all actives have a fitted effect of over 20% in size
#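 Concentration-response curves derived by four-parameter Hill fitting of normalized fluorescence, where compounds displaced 1-AMA from 10 uM horse apoferritin following a brief 10 min room-temperature incubation; propofol titration acted as positive control.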
# BLM helicase inh = Bloom syndrome helicase (human) inhibition; AID 2528; 350,000 compounds, 0.2% hits; P54132; Potency, µM (series often up to 56.1 µM), for the others: at the top dose activity change, negative = inhibition, hits mostly inhibitors; recombinant BLM DNA unwinding, fluorescence dequenching;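 further: plate controls were vehicle for no effect and no enzyme for full effect; nearly all actives have a fitted effect of over 35% in size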
# Target sequence (P54132 whole entry, looked up): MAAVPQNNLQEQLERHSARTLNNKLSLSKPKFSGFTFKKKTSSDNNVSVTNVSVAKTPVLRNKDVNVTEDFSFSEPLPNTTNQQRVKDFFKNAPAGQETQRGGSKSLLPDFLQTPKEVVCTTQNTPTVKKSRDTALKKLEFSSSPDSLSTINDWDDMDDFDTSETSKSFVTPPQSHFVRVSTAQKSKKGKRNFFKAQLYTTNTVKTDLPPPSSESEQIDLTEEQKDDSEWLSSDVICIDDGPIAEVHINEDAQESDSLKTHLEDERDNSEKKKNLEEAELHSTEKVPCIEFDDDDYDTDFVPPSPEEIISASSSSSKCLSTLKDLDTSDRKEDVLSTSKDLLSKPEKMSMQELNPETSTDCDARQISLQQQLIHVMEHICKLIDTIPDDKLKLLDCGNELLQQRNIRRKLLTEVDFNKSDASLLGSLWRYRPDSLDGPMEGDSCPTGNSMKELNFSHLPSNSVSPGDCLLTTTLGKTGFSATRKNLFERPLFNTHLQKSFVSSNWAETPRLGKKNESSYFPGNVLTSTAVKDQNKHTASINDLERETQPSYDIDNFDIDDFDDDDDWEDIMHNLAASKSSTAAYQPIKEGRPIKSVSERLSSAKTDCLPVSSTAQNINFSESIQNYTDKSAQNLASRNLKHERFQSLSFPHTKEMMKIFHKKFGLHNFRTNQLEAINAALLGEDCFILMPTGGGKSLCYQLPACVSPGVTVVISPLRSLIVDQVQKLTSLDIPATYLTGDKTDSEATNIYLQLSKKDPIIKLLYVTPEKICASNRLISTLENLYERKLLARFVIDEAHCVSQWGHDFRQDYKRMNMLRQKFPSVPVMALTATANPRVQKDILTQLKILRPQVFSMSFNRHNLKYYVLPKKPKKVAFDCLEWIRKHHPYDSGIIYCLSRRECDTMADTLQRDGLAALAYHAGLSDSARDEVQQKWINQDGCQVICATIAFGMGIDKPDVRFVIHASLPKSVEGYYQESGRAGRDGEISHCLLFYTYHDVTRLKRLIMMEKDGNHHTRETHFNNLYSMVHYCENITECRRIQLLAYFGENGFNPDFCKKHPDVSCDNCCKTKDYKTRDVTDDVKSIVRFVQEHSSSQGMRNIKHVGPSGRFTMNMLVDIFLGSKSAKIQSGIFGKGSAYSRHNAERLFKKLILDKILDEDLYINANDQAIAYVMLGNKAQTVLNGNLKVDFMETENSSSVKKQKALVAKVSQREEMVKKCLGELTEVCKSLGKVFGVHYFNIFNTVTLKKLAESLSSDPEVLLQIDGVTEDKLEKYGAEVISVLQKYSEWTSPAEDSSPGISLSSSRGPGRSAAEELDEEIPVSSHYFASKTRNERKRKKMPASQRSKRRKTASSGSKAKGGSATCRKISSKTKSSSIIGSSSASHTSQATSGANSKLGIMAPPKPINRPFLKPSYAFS
# * = called active by the depositor; ? = inconclusive; · = no result given; & = joins results of further samples; [ ] = remark or other dose. The call rests on the fitted dose curve; in most records, active means well fitted curve in the direction sought with a large enough effect; inconclusive means small, poorly fitted or top-dose-only effect, or another doubt; inactive means no such curve, though single readings can be large; an effect the other way counts as inactive or inconclusive. Potency means the concentration at half of the fitted maximal effect.
SMILES,BAZ2B block,Pol iota inh,Pol eta inh,APE1 inh,POLK inh,Pol beta inh,G9a inh,Anesthetic bind,BLM helicase inh
Brc1ccc2c(c1)OCCOCCOCCOCCOCCOCCO2,-7%,16%,-6%,2%,-9%,26%,?,-11%,2%
CCOC(=O)c1ccc(CN(Cc2ccc(C)cc2)S(=O)(=O)c2ccc(F)c(C(=O)Nc3ccc(C)c(F)c3)c2)cc1,5%,14%,1%,·,-11%[60.1 µM],0%,7%[59 µM],9%,-7%
Cc1ccc(-n2c(SCC(=O)N(C)C3CCS(=O)(=O)C3)nc3ccccc3c2=O)c(C)c1 (stereo unspecified),·,13%,-11%,20%,-2%,·,·,·,·
COc1ccccc1-n1c(SCC(=O)Nc2cccc(S(N)(=O)=O)c2)nc2ccccc2c1=O,?,124%[activator],-21%,-4%,-4%,21%,?,-14%,-5%
CCC(CO)N=C1CC(C)(C)CC(=O)/C1=C(/O)CCCN1C(=O)c2ccccc2C1=O (stereo unspecified),-21%,39%[activator],-12%,-4%,10%,-15%,-1%,-11%,2%
COc1cccc2c(O)cc(=O)n(C)c12,-1%,13%,-5%,-2%,0%,-11%,8%[59 µM],0%,2%
O=C(Cn1c(=O)c(CNc2ccccc2)cc2cc3c(cc21)OCCO3)Nc1ccccc1Cl,?,?,-10%,·,-29%,?,?,25%,-2%
CCc1ccc(-c2c(C)sc(NC(=O)C3CCC3)c2C#N)cc1,10%,19%,-20%,-1%,-10%,4%,-34%[59 µM],-1%,2%
Cc1cccc(NC(=O)CCCN2C(=O)c3ccccc3C2=O)n1,-27%,3%,13%,-6%,-19%,-14%,12%,-14%,0%
COc1ccc(NC(=O)CCN2C(=O)C3C4C=CC(C4)C3C2=O)cc1 (stereo unspecified),-9%,101%[activator],-7%,-5%,-14%,4%,-4%,-6%,2%
Cc1ccc(NC(=O)Cc2nnc(N)s2)cc1,-3%,-3%,-9%,15%,-12%,25%,·,-10%,0%
COc1ncccc1C(=O)N1CCC(n2nccc2NC(=O)CC(C)C)CC1,-13%,19%,-6%,31%,-13%,0%,?,-3%,-1%
Cc1cc(C)cc(NC(=O)Cn2cc(C(=O)C3CCCCC3)c3ccccc32)c1,1%,49%[activator],-12%,·,8%,-3%,6%[59 µM],-9%,1%
CCOC(=O)N1CCC(NC(=O)c2ccc3c(c2)N(Cc2ccccc2)C(=O)c2ccccc2S3=O)CC1 (stereo unspecified),-13%,3%,-7%,·,-7%,38%,-7%[59 µM],-18%,-3%
O=C(Cc1ccccc1)NC1CCS(=O)(=O)C1 (stereo unspecified),-4%,9%,-8%,-1%,5%,22%,-12%[59 µM],9%,2%
Cc1ccc(NC(=O)COC(=O)c2c(C)nn(-c3ccccc3)c2C)cc1,8%,10%,-20%,-4%,7%,·,?,·,·
Cc1cccc(-c2nc(Cn3c(SCc4cc(C)ccc4C)nc4ccncc43)c(C)o2)c1,-24%,-3%,-14%,·,-9%,6%,6%[59 µM],-12%,-7%
COc1ccc(C(CC(=O)O)N2Cc3ccccc3C2=O)cc1OC (stereo unspecified),-3%,-18%,-7%,2%,14%,86%,5%,-12%,-2%
O=C(CSc1nnc(-c2cccnc2)o1)Nc1cccc(F)c1,-6%,31%[activator],-8%,25%,0%,·,4%[0.501 µM],·,·
C=C1C[C@]23C[C@@]1(O)CC[C@H]2[C@@]12C=C[C@H](O)[C@@](C)(C(=O)O1)[C@H]2[C@@H]3C(=O)O,9%&-1%,1%&7%,-22%&3%,13%&-1%&4%,-8%&-7%,·,-8%[59 µM],·,·
NC(=O)c1ccsc1NC(=O)CSc1ncnc2sccc12,·,?,-26%,8%,-14%,·,·,·,·
Oc1[nH]c2ccccc2c1C=Nc1ccc2c(c1)OCO2,?,31%[activator],-12%,-10%,4%,-16%,?,-4%,-5%
O=C(O)CCC(=O)NNc1nc2ccccc2nc1-c1ccccc1,-8%,74%[activator],0%,12%,-8%,51%,·,-8%,-10%
CCOC(=O)[C@@H]1[C@H]2COc3ccccc3[C@@H]2N2C(=O)N(c3ccc(Br)cc3)C(=O)[C@]12C,·,?,-2%,-6%,-40%,·,·,·,·
COc1cccc(C(=O)N/N=C/C(Br)=C/c2ccccc2)c1,-33%,-11%,-19%,25%,-1%,3%,?,1%,3%
# (listing goes on)
SMILES,BAZ2B block,Pol iota inh,Pol eta inh,APE1 inh,POLK inh,Pol beta inh,G9a inh,Anesthetic bind,BLM helicase inh
COc1ccc2c(c1)-c1nc(NC(=O)c3cc(Cl)ccc3OC)sc1CC2,-10%,-4%,-23%,·,-39%,73%,20µM*,3%,-3%
CCOCCCNC(=O)N1CCOCC1,9%,12%,-5%,0%,-1%,24%,16%[12.7 µM],-7%,-3%
CCN(Cc1cc2ccccc2[nH]c1=O)C(=O)c1cccc([N+](=O)[O-])c1,-14%,10%,4%,1%,0%,2%,-31%,5%,1%
CCN(CC(=O)Nc1c(F)cccc1F)C(=O)Cc1csc(-c2ccccc2)n1,8%,30%,4%,3%,-19%,·,-33%,·,·
CCCC[n+]1ccn(-c2nc3ccccc3nc2[N-]S(=O)(=O)c2ccc(Br)cc2)c1,-23%,36%[activator],?,-8%,3%,-7%,·,0%,?
CCOC(=O)C(=O)NCC(c1ccco1)S(=O)(=O)c1cccs1 (stereo unspecified),-15%,?,-12%,11%,6%,·,?,·,·
CCSc1nc2ccccc2n1Cc1ccccc1F,14%,11%,0%,1%,-10%,30%,27%[59 µM],-5%,-7%
COc1ccc(NC(=O)COC(=O)CNS(=O)(=O)c2ccccc2)cc1OC,·,113%[activator],-9%,-3%,-7%,-2%,-1%,-23%,0%
CCN(CC)S(=O)(=O)c1ccc(N2CCCC2)c(NS(=O)(=O)c2ccccc2)c1,10%,2%,-23%,4%,7%,0%,3%[59 µM],8%,-6%
COCC(C)n1c(SCc2nc3ccccc3c(=O)[nH]2)nc2ccccc2c1=O (stereo unspecified),-9%,140%[activator],-21%,14%,-7%,0%,-40%,-21%,-1%
CCOc1ccc(/C=C2\SC(=S)N(CC(=O)NCCCN3CCOCC3)C2=O)cc1,-31%,51%[activator],-9%,9%,-12%,0%,?,-9%,-3%
COc1cccc(-c2nnc(SCC(=O)Nc3cc(C)on3)n2C)c1,-2%,9%,-12%,0%,-7%[60.1 µM],-5%,50µM*,-8%,-1%
Cn1c(=O)c2c(SCC(=O)N3CCCc4ccccc43)nc(CC(C)(C)C)nc2n(C)c1=O,1%,20%,-18%,-3%,-2%,1%,2%[59 µM],7%,1%
CCCOC(=O)c1ccc(NC(=O)Cc2cccs2)cc1,?,?,?,7%,0%,?,-1%,-19%,-11%
O=C1C2C3C=CC(C4CC34)C2C(=O)N1/N=C/c1ccc(-c2ccccc2[N+](=O)[O-])o1 (stereo unspecified),?,-6%,?,0%,-11%,4%,?,-20%,-10%
COC(=O)c1sc2nc(C)nc(SCC(=O)Nc3sccc3C(N)=O)c2c1C,-6%,?,0%,-23%,-13%,·,13%[12.7 µM],·,·
Cc1ccc2nc(N3CCN(c4ccccc4)CC3)c3nnnn3c2c1,12%,10%,1%,·,10%,37%,26%[59 µM],3%,-5%
CCN1CCN(c2ccc(S(=O)(=O)N3CCCCC3)cc2NC(=O)CC(C)c2ccccc2)CC1 (stereo unspecified),-8%,29%,-21%,6%,-8%,·,50µM*,·,·
COc1ccc(Cc2nnc(-c3ccc(F)cc3)o2)cc1OC,-3%,18%,-9%,-5%,12%,?,8%[59 µM],3%,2%
COC(=O)c1nn(-c2ccccc2)c2nnc(Cc3ccc(C)cc3)c(=O)n12,-4%,125%[activator],-2%,2%,-2%,23%,10%[59 µM],-24%,-5%
Cc1ccnc(NC(=O)COc2ccc3oc4c(c3c2)CCCC4)c1,-37%,4%,-6%,-3%,-12%,0%,?,-15%,-6%
Cc1ccc(C)c(N2CCN(C(=O)CCc3nc(-c4ccccc4C(F)(F)F)no3)CC2)c1,·,-15%,-8%,-7%,-12%,·,·,·,·
CCOc1ccc(-n2c(=O)c3sccc3n(CC(=O)NC3CCCCC3)c2=O)cc1,5%,25%,0%,-7%,-17%,27%,-2%,37%[activator],-1%
CC1(C)CC(=O)C2=C(C1)Oc1ncn(Cc3ccco3)c(=N)c1C2c1ccccc1 (stereo unspecified),-13%,-5%,3%,15%,-23%,13%,-7%,?,-7%
S=C(NCc1ccco1)Nc1ccccn1,?,-13%,-12%,7%,-1%,1%,?,?,-5%
CCCCN(C(=O)COC(=O)CSc1cc(C)c2ccccc2n1)c1c(N)n(CCC)c(=O)[nH]c1=O,-3%,14%,-21%,3%,-3%,0%,55%[activator],-15%,-2%

# Some of these compounds in order of their number in BLM helicase inh, low to high:
compound	BLM helicase inh
Cc1ccnc(NC(=O)COc2ccc3oc4c(c3c2)CCCC4)c1	-6%
COC(=O)c1nn(-c2ccccc2)c2nnc(Cc3ccc(C)cc3)c(=O)n12	-5%
CCCCN(C(=O)COC(=O)CSc1cc(C)c2ccccc2n1)c1c(N)n(CCC)c(=O)[nH]c1=O	-2%
CCOc1ccc(-n2c(=O)c3sccc3n(CC(=O)NC3CCCCC3)c2=O)cc1	-1%
COc1ccc(NC(=O)COC(=O)CNS(=O)(=O)c2ccccc2)cc1OC	0%
CCN(Cc1cc2ccccc2[nH]c1=O)C(=O)c1cccc([N+](=O)[O-])c1	1%

# 2 entries from above, with values under each structure.
# Results follow in this order: BAZ2B block	Pol iota inh	Pol eta inh	APE1 inh	POLK inh	Pol beta inh	G9a inh	Anesthetic bind	BLM helicase inh
CCCC[n+]1ccn(-c2nc3ccccc3nc2[N-]S(=O)(=O)c2ccc(Br)cc2)c1
    -23%	36%[activator]	?	-8%	3%	-7%	·	0%	?
CCOC(=O)C(=O)NCC(c1ccco1)S(=O)(=O)c1cccs1 (stereo unspecified)
    -15%	?	-12%	11%	6%	·	?	·	·

# Assay outcomes (PubChem BioAssay)

# This is a subset (hit frequency here may not be typical).
